Screening data: PubChem BioAssay, NCI
yeast bub3: NCI yeast anticancer drug screen, S. cerevisiae bub3 mutant strain. AID 167. actives 9.9% (n = 78,000). % growth inhibition at 50 µM;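 also: 0% = growth of vehicle-only cultures of the same strain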
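Growth of a checkpoint-deficient yeast mutant is measured after compound exposure. Values represent inhibition relative to vehicle.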
yeast cln2 rad14: NCI yeast anticancer drug screen, S. cerevisiae cln2 rad14 strain; actives 8.3% (n = 78,000); AID 165; growth inhibition, % at 50 µM;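 also: 0% = growth of vehicle-only cultures of the same strain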
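Each compound was tested on cln2 rad14 yeast. Inhibition of growth was calculated against vehicle-exposed controls.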
mec2-1: NCI yeast anticancer drug screen, S. cerevisiae mec2-1 strain; growth inhibition, % at 50 µM; actives 9% (n = 79,000);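 also: 0% = growth of vehicle-only cultures of the same strain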
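Strain: mec2-1 (DNA repair/cell cycle alteration). Compound exposure, then growth measured; inhibition expressed relative to vehicle.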
mlh1 rad18: NCI yeast anticancer drug screen, S. cerevisiae mlh1 rad18 strain | % growth inhibition at 50 µM | actives 11% (n = 79,000) | AID 175;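 also: 0% = growth of vehicle-only cultures of the same strain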
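Cells of a genetically altered yeast strain, deficient in DNA damage repair, were treated with compound. Their growth was then compared with that of vehicle-treated cultures to give inhibition.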
yeast rad50: NCI yeast anticancer drug screen, S. cerevisiae rad50 strain | growth inhibition, % at 50 µM | actives 10% (n = 79,000) | AID 155;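 also: 0% = growth of vehicle-only cultures of the same strain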
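A DNA repair-deficient yeast mutant serves as the test organism; compound-induced growth inhibition is calculated against vehicle-treated cells.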
sgs1 mgt1: NCI yeast anticancer drug screen, S. cerevisiae sgs1 mgt1 strain. growth inhibition, % at 50 µM. actives 10% (n = 78,000);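 also: 0% = growth of vehicle-only cultures of the same strain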
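Mutant yeast exposed to compound; growth scored against vehicle-only wells.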
The depositor's hits bear a star; & = joins results of further samples. Rule as the data show it: active = growth inhibition above about 70%; inactive = the rest. Rows are unselected; about 14% have a hit in one of these screens.

Compound | yeast bub3 | yeast cln2 rad14 | mec2-1 | mlh1 rad18 | yeast rad50 | sgs1 mgt1
CC1=CC(C)(C)NC(=S)N1c1cccc2cc(S(=O)(=O)O)ccc12 | 18 | 18 | -14 | 26 | 7 | 5
FC(F)(F)C1(F)C(F)(F)C(F)(F)C(F)(C(F)(F)F)C(F)(F)C1(F)F (stereo not given) | -48 | -63 | -61 | -13 | -31 | -58
O=C(c1ccccc1)N1C(=O)c2ccccc21 | 10 | -16 | 6 | -16 | -11 | -13
CCOC(=O)CCCCCC(=O)OCC | 13 | 4 | 0 | 2 | 4 | -3
NC(=S)N/N=C/c1ccc(N)cc1 | 2 | -1 | -2 | 8 | 7 | 1
O=C(CCCCCCCCC(=O)OCC1OC(n2cnc3c(=O)[nH]cnc32)C(O)C1O)OCC1OC(n2cnc3c(=O)[nH]cnc32)C(O)C1O (stereo not given) | -23 | -8 | -45 | -35 | -47 | -42
N#Cc1nc(C2CC2)oc1N | -25 | 0 | -3 | 2 | -19 | -23
CC(C)NC(=O)/C=C/C(=O)O | -11 | -7 | -20 | -9 | -16 | -41
C/C=C(\C)C(=O)OC1C(C)C2(O)C(C=C(CO)CC3(O)C(=O)C(C)=CC32)C2C(C)(C)C12OC(=O)CCCCCCCCC (stereo not given) | 81* | 76* | 84* | 82* | 79* | 83*
Nc1ncc(C[P+](c2ccccc2)(c2ccccc2)c2ccccc2)c(N)n1 | -2 | 17 | -7 | 9 | 10 | 3
CC1(C)NNC(=S)NN1 | 2 | 10 | 15 | 42 | 6 | 21
CSc1ccc(NC(=O)Nc2cccc(F)c2)cc1 | 42 | -18 | 12 | 36 | -2 | 27
O=C(Nc1ccc(NC(=O)Nc2ccc(C3=NCCN3)cc2)cc1)Nc1ccc(C2=NCCN2)cc1 | -21 | -2 | 7 | -20 | -8 | 8
Cc1cc(C)c(C2CC(O)C(CO)O2)cc1C (stereo not given) | -3 | 14 | -21 | 21 | -2 | -10
CCC/C(=N/NC(=O)C(N)=O)C(CC)C(=O)CCC(=O)N(Cc1ccccc1)Cc1ccccc1 (stereo not given) | -10 | 11 | -16 | -21 | -18 | -27
CC(=O)OCC(OC(C)=O)c1ccccc1 (stereo not given) | 2 | 6 | -8 | -2 | 6 | 4
CC(=O)OC1CCCCC1OC(C)=O (stereo not given) | -4 | -15 | -9 | 6 | 5 | -27
C#CCOC(=O)Nc1nc2ccc(C)cc2s1 | -3 | -68 | 11 | 18 | 2 | 6
CCCCn1cnc2ccc3[nH]c(C)nc3c2c1=O | -6 | -4 | -5 | 21 | 29 | 34
CC(C)Cc1cc2c(cc1O)CCC1C2CC[C@@]2(C)C1CC[C@@H]2O (stereo not given in full) | 87* | 89* | 80* | 88* | 76* | 86*
Cc1c(C(N)=O)no[n+]1[O-] | 16 | 3 | -1 | -18 | -11 | -13
CC(=O)CC(C)=NCCN=C(C)CC(C)=O.[Pd] | 76* | 53 | 67 | 84* | 76* | 94*
CC(=O)C1C(=O)C(=O)N(c2ccc(Br)cc2)C1=O (stereo not given) | -24 | -10 | -13 | -38 | -34 | -14
C[C@H](CCC(=O)O)[C@H]1CC[C@@]2(C)[C@@H]3C(=O)C[C@H]4C(C)(C)[C@@H](O)CC[C@]4(C)[C@H]3C(=O)C[C@]12C | -29 | 22 | 11 | -2 | -18 | -8

The last 5 entries of the part before are carried over, then new ones follow.
Compound | yeast bub3 | yeast cln2 rad14 | mec2-1 | mlh1 rad18 | yeast rad50 | sgs1 mgt1
CC(C)Cc1cc2c(cc1O)CCC1C2CC[C@@]2(C)C1CC[C@@H]2O (stereo not given in full) | 87* | 89* | 80* | 88* | 76* | 86*
Cc1c(C(N)=O)no[n+]1[O-] | 16 | 3 | -1 | -18 | -11 | -13
CC(=O)CC(C)=NCCN=C(C)CC(C)=O.[Pd] | 76* | 53 | 67 | 84* | 76* | 94*
CC(=O)C1C(=O)C(=O)N(c2ccc(Br)cc2)C1=O (stereo not given) | -24 | -10 | -13 | -38 | -34 | -14
C[C@H](CCC(=O)O)[C@H]1CC[C@@]2(C)[C@@H]3C(=O)C[C@H]4C(C)(C)[C@@H](O)CC[C@]4(C)[C@H]3C(=O)C[C@]12C | -29 | 22 | 11 | -2 | -18 | -8
O=C1NC(Cc2ccc(O)cc2)C(=O)N1c1ccccc1O (stereo not given) | -7 | 2 | 1 | 4 | 2 | 5
OCC1OC(n2cnc3ccccc32)C(O)C1O (stereo not given) | -20 | -1 | -20 | -8 | -7 | -11
CCOC(=O)C1CSC(=N)N1C(C)=O (stereo not given) | 3 | -44 | -24 | -21 | -33 | -8
Cn1c(=O)c2c(nc(/N=C/c3ccncc3)n2C)n(C)c1=O | -17 | -76 | -6 | -3 | -3 | -6
Clc1cc(NCc2ccco2)ncn1 | 1 | -4 | -6 | -11 | -22 | -20
COc1cc(N)c(Cl)cc1NC(C)=O | -11 | 2 | -4 | 2 | 0 | -2
CN(C)CCCNC=O | 0 | -11 | -11 | 24 | -30 | -26
Cc1cccc(C(=O)c2ccccc2)c1C(=O)O | -9 | 2 | 2 | 2 | 11 | 5
C/C(CC1CCCCC1)=N\NC(N)=O | -11 | 13 | 1 | -27 | 0 | -6
CC1CCCCN1CCCNC(=O)Nc1ccc(Cc2ccc(NC(=O)NCCCN3CCCCC3C)cc2)cc1 (stereo not given) | 6 | 9 | -19 | -13 | -13 | -5
CCCCCOS(=O)(=O)O | 0 | -11 | 4 | 5 | 0 | -1
Cc1ccc(CCn2cnc3c(N(CCO)CCO)ncnc32)cc1 | 8 | 16 | 24 | -10 | -8 | -7
Cn1cnc2c1S(=O)(=O)NCN2 | 20 | -3 | 3 | 7 | 11 | -9
C=CCNC(=O)N(CCC)CCCCC(NC(C)=O)C(=O)NCc1ccccc1 (stereo not given) | 9 | 19 | 8 | 4 | 12 | -8
CCCCCCCCCCCCCCCCC1CC(=O)OC1=O (stereo not given) | -11 | 4 | -12 | 5 | -4 | 6
CC(=O)Oc1ccc(-c2ccccc2)cc1 | 18 | 3 | 21 | 26 | 23 | 16
CCCNC(=O)c1ccccc1 | 23 | 71* | 13 | 8 | 4 | 3
CNC(=O)OCc1c(COC(=O)NC)c(C)n(-c2ccc3c(c2)OCO3)c1C | 1 | 0 | -7 | -40 | -3 | 19
CCC(C#N)(CC)c1ccccc1 | -3 | 13 | 13 | 36 | 16 | 11
CCCCCCCCCCCCCCCCSS(=O)(=O)O | 0 | -1 | 16 | 5 | 8 | 16
O=C(F)c1cccc2ccccc12 | -20 | 8 | -15 | -31 | -26 | -1
COC(=O)CCC(=O)NCCc1ccc2c([nH]c3ccccc32)c1C | 64 | 93* | 60 | 91* | 56 | 71*
CCOc1cc([N+](=O)[O-])cc([N+](=O)[O-])c1C | 13 | 1 | 19 | 0 | 21 | 6
CC(C)(C)C(=O)C(=O)O | -8 | 1 | -13 | 15 | 20 | -4
CCCCNC(=O)Oc1cccc2ccccc12 | 30 | -4 | -7 | -6 | 4 | 8
CN(C)CCNc1ccccn1 | 20 | 15 | 6 | -32 | -8 | -31
CCCS(=O)(=O)N1CCCC1 | -24 | -34 | -16 | -19 | -1 | -2
NC(=O)C(CC(C(N)=O)C(N)=O)C(N)=O | 8 | -25 | 18 | -7 | 8 | -8
CN(C=O)c1cc2c3c(c1)CCCN3CCC2 | -8 | -19 | -3 | -5 | -11 | -9
NCC1OC(OC2C(N)CC(N)C(O)C2OC2OC(CO)C(O)C2O)C(N)C(O)C1O (stereo not given) | -25&-8 | -1&2 | -43&-13 | -46&4 | -3&0 | -34&-19
CC1(C)CC(=O)C2=C(C1)NC(SSC1=C(C#N)C(c3ccccc3)C3=C(CC(C)(C)CC3=O)N1)=C(C#N)C2c1ccccc1 (stereo not given) | -8 | -9 | 23 | 44 | 15 | 42
O=c1[nH]c2c(Cl)cc(Cl)c(Cl)c2c2ccccc12 | 21 | -18 | 8 | 5 | 0 | 2
Cc1cc2c(=O)cc(-c3ccc(Cl)cc3)oc2c(C(=O)O)c1C | -4 | 13 | -1 | 32 | -21 | -6
COc1ccc2c(c1)CCC/C2=N\NS(=O)(=O)c1c(C)cc(C)cc1C | 55 | 73* | -43 | 6 | 26 | 37
Cc1ccc(NC(=O)c2c(Br)c(Br)c(Br)c(Br)c2C(=O)O)cc1Cl | 3 | -22 | -6 | -9 | -2 | -9
Nc1cccc(NCc2ccncc2)n1 | 8 | -42 | -1 | -8 | 1 | -9
O=C(Nc1ccccc1)/C(N=Nc1ccccc1)=N\Nc1ccccc1 | 7 | -28 | -16 | 20 | -13 | -10
COc1cc2c[n+](C)c3c4cc(OC)c(OCc5ccccc5)cc4c(OCc4ccccc4)cc3c2cc1OC | 94* | 97* | 54 | 66 | 59 | 51
Cc1ccc(S(=O)(=O)OC2C3OC(C)(C)OC3OC2C2CSC(=S)S2)cc1 (stereo not given) | -25 | -13 | -7 | 4 | 0 | 10
Cc1c(-c2ccc(-c3ccccc3F)cc2)nc2ccc(F)cc2c1C(=O)O | -8 | 61 | 8 | 11 | 9 | -4
COc1ccc(OC2OC(COC(c3ccccc3)(c3ccc(OC)cc3)c3ccc(OC)cc3)C(O)C(O)C2O)cc1 (stereo not given) | 96* | 98* | 97* | 97* | 97* | 98*
CCCCCCCCCC/C=C/C=O | 44 | 19 | 43 | 9 | 58 | 54
CCCCc1c(O)c(N=NC(=N)N)c2ccccc2c1O | -1 | -38 | -11 | -1 | -6 | -10
CC[n+]1[b-](C(C)(C)C)n(/N=C/C(C)(C)C)[b-](C(C)(C)C)[n+]1CC | -11 | 20 | -13 | 5 | 1 | -20
N#CCCN(CCC#N)c1ccc(/C=N\N=C2/NC(=O)C(c3ccccc3)S2)cc1 (stereo not given) | -16 | 0 | -8 | 12 | 8 | -23
O=c1c2cc(S(=O)(=O)Nc3c(Cl)cccc3Cl)ccc2ncn1NS(=O)(=O)c1ccc2ccccc2c1 | -8 | 10 | -9 | -4 | -22 | -12
CCCCc1c(-c2ccccc2)nc(N)[nH]c1=O | -27 | -32 | -1 | -11 | -4 | 3
CC/C(=C/c1cccc([N+](=O)[O-])c1)C(=O)O | -14 | 6 | -24 | 0 | -9 | 0
CCOC(=O)Cn1c(C(F)(F)F)nc2nc(Cl)c(Cl)nc21 | -20 | -95 | -23 | -17 | -1 | -33
CC(C)(CN)C(=O)O | 0 | -17 | -7 | 10 | -3 | -12
CC(O)(C(=O)c1ccccc1)c1ccccc1 (stereo not given) | -18 | -8 | -25 | 1 | -16 | -16
COc1cc(O)c(Cc2ccc3c(c2)OCO3)cc1O | -14 | -39 | 9 | 5 | -6 | 7
CCOC(=O)C1=C(c2ccccc2)N(C)c2ccccc2S1 | 87* | -1 | 81* | 67 | 76* | 76*
COC(=O)c1cccc2c(N)c(N)cc(C(=O)OC)c12 | 9 | 28 | 18 | 31 | 18 | 25
Cc1[nH]c(=S)[nH]c(=O)c1CCC(C)C | 38 | 52 | 15 | 6 | 10 | 14
O=C(O)c1ccc(C2CCC(O)CC2)cc1 (stereo not given) | -3 | -6 | -4 | 0 | 4 | -9
N#CCc1nc(Cl)cc(Cl)n1 | 5 | 10 | 82* | 16 | 32 | 20
COC(=O)C(c1ccccc1)c1ccccc1 | -22 | 0 | 6 | -16 | 8 | 5
C=CCNC(=S)N/C=C(\C#N)C(N)=O | -13 | -7 | -40 | -41 | -24 | -27
CCOC(=O)/C(=C\c1ccc[nH]1)C(=O)c1ccccc1 | 20 | 28 | -6 | 9 | 48 | 5

(continued)
Compound | yeast bub3 | yeast cln2 rad14 | mec2-1 | mlh1 rad18 | yeast rad50 | sgs1 mgt1
CC1CC=C(N2CCOCC2)CC1 (stereo not given) | 5 | -33 | -11 | 4 | 15 | -1
COc1cc[n+]([O-])cc1/C=C/c1c[n+]([O-])ccc1OC | -18 | -10 | 14 | 0 | 2 | -8
C/C(CCn1[nH]c(=O)ccc1=O)=N\OCCCc1ccccc1 | -3 | 16 | -28 | 12 | 3 | 12
COc1cc(NCCC2CCCCN2)c2ncccc2c1 (stereo not given) | -9 | 10 | -13 | -5 | 6 | -54
N#CCCSC1SC(=C2SC3=C(SCCS3)S2)SC1SCCC#N (stereo not given) | 6 | -7 | -13 | 7 | -4 | -1
CC(C)C(NC(=O)C(CSCc1ccccc1)NC(=O)OCc1ccccc1)C(N)=O (stereo not given) | -1 | -4 | 16 | 31 | 9 | 2
CCCCCCCCCCCCCC(N)=O | -29 | 5 | -46 | -18 | -31 | -18
CC1/C(=N\O)CC(c2ccccc2)N(C)C1c1ccccc1 (stereo not given) | 98* | 84* | 98* | 98* | 98* | 98*
